# Bioassay records as filed in PubChem.
# D3 ag – activates the human D3 dopamine receptor. P35462. D3R DiscoveRx beta-arrestin cells, luminescence, 90 min. max activation, %. 0.58% of 410,000 active. AID 652048; in the data active means max activation above about 30%; further: 0% is about no effect; mostly tested at two doses, the higher about 12 µM
# Target sequence (P35462 whole entry, looked up): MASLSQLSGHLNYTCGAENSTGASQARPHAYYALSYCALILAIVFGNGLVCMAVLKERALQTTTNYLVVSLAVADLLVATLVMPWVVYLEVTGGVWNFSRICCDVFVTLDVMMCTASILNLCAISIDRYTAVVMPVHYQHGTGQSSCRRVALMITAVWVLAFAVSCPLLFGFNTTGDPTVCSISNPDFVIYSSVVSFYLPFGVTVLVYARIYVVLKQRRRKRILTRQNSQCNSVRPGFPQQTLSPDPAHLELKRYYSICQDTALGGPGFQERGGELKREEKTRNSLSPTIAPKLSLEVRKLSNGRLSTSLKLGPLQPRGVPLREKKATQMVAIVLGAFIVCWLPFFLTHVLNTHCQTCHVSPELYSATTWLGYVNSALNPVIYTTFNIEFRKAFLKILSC
#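 Agonist-mode cell screen: cells plated at 1500/well and incubated overnight at 37 °C, then exposed to library compounds for 90 min at 37 °C. Detection reagent was added for 30–60 min at room temperature, and luminescence was read.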
# KB-V1 cytotox – kills drug-selected multidrug resistant KB-V1 cells; KB-V1 MDR cells viability, CellTiter-Glo, 72 h; Potency, µM (series often up to 46.1 µM), without a hit: at the highest dose activity change, negative = cytotoxicity, actives largely listed as cytotoxic; 3.4% of 400,000 active; further: potency means the concentration at half of the fitted maximal effect; on the % scale 0 is the no-effect control and ±100 the full control effect; nearly all actives have a fitted effect of over 60% in size
#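 Cells of the MDR subline KB-V1 are plated, dosed with compound at multiple concentrations, and incubated 72 h at 37 degrees C; CellTiter-Glo is then added and luminescence read after 10 min.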
# HT1080NT lethal – kills 2HG-producing HT-1080-NT fibrosarcoma cells | 1.6% of 360,000 active | HT-1080-NT fibrosarcoma viability, CellTiter-Glo ATP luminescence, 48 h | Potency, µM (titrated, usually from 46.1 µM), inactives show top-dose activity, negative = less viability, actives largely listed as cytotoxic;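 further: NT is the 2HG producing partner of a matched IDH1 knockdown line; potency means the concentration at half of the fitted maximal effect; 0% = DMSO-treated cells and -100% = media-only wells without cells; nearly all actives have a fitted effect of over 55% in size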
#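 750 cells/well, RPMI + 5% FBS; 2 h settle, compound pin-transfer, 48 h at 37 degrees C. CellTiter-Glo 10 min RT, luminescence. Normalized to DMSO and media-only wells.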
# D3 antag – blocks the human D3 dopamine receptor; P35462; D3R cells, DiscoveRx beta-arrestin luminescence, antagonist mode; active compounds read low; max response, negative = inhibition, %; 2.5% of 360,000 active; AID 652054; in the data active means max response below about -50%; inconclusive means no clear call, values can overlap the other calls; further: on the % scale 0 is the no-effect control and ±100 the full control effect; mostly tested at two doses, the higher about 12 µM
#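 Cells expressing the human receptor were seeded at 1500 cells/well, incubated overnight at 37 degrees C in 5% CO2, then exposed to library compounds with dopamine controls for 90 minutes at 37 degrees C before luminescent detection.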
# IL1B secr inh – blocks inflammasome-driven IL-1 beta release. AID 743279. 4.7% of 360,000 active. THP-1 LPS/ATP IL-1B secretion, AlphaLISA, 16 h; active compounds read low. activity change, % at 57.5 µM; in the data active means activity change below about -50%; inconclusive means mostly about -30% to -49%; further: on the % scale 0 is the no-effect control and ±100 the full control effect
#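 THP-1 cells pretreated 1 hr with compounds (up to 57.5 uM final), then stimulated with LPS (250 ng/mL final) plus ATP (1.25 mM final); secreted IL-1B measured by AlphaLISA after 16 hr, decreased signal indicating inhibition.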
# GLP-1R agonist – agonists of human GLP-1 receptor; HEK293 GLP-1R CRE-luciferase, luminescence, 4-6 h; cells express a hypersensitive GLP-1R form; 0.007% of 380,000 active; Potency, µM (highest dose often 45.6 µM), for inactives: at the highest dose activation, hits mostly activators; P43220; further: potency means the concentration at half of the fitted maximal effect; % of control where 0% means no effect
# Target sequence (P43220 whole entry, looked up): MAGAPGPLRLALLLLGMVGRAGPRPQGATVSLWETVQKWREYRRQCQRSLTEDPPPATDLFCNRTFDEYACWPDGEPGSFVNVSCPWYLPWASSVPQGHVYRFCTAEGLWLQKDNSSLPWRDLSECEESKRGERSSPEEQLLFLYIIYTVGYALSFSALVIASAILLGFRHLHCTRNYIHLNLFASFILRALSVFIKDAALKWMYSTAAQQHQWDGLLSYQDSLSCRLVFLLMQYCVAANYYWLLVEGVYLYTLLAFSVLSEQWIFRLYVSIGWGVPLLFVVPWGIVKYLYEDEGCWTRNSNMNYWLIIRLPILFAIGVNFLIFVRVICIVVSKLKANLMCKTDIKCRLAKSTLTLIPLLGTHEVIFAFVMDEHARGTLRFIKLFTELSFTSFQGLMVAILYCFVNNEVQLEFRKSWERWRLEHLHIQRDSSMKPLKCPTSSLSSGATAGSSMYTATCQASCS
# SW480 rereplic – DNA re-replication induction in SW480 cells. Potency, µM (series often up to 46.1 µM), inactives show top-dose re-replication activation, most hits filed as activators. SW480 DNA re-replication, Hoechst DNA content imaging, 48 h. 1.8% of 340,000 active; further: potency means the concentration at half of the fitted maximal effect; % of control where 0% means no effect; nearly all actives have a fitted effect of over 55% in size
#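 Hoechst fluorescence of nuclei (405 nm excitation, 500-530 nm emission) measured by plate-scanning imager after 48 hr compound exposure at 37 C; re-replication scored as increased number of nuclei with elevated intensity.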
# KB-3-1 tox – kills parental KB-3-1 adenocarcinoma cells; 1.4% of 400,000 active; KB-3-1 viability, CellTiter-Glo ATP luminescence, 72 h; Potency, µM (highest dose often 46.1 µM), for inactives: at the highest dose activity change, negative = cytotoxic, actives largely listed as cytotoxic; further: potency means the concentration at half of the fitted maximal effect; on the % scale 0 is the no-effect control and ±100 the full control effect; nearly all actives have a fitted effect of over 60% in size
#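 72 h, 37 °C compound treatment of KB-3-1 parental cells; CellTiter-Glo added, 10 min, luminescence read. Data corrected against DMSO-only plates and normalized before curve fitting.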
# HT1080 IDH1KD tx – toxicity to HT-1080 IDH1 knockdown cells (counter line); HT-1080 IDH1 knockdown viability, ATP luminescence, 48 h; Potency, µM (highest dose often 46.1 µM), for the others: at the highest dose activity, negative = toxicity, usual class: cytotoxic; 2% of 360,000 active; AID 686971;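 further: potency means the concentration at half of the fitted maximal effect; 0% = DMSO wells and -100% = cell-free medium wells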
#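 Cytotoxicity counter-line: IDH1KD HT-1080, 48 h, CellTiter-Glo. Curves classed by r2, magnitude and activity.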
# * hit, by the source's call; ? = inconclusive; nt = no result given; & = joins results of further samples; [ ] = another dose, or the depositor's remark. Unless noted, the call rests on the fitted dose curve; in most records, active means well fitted curve in the direction sought with a large enough effect; inconclusive means small, poorly fitted or top-dose-only effect, or another doubt; inactive means no such curve, though single readings can be large; an effect the other way counts as inactive or inconclusive.
SMILES,D3 ag,KB-V1 cytotox,HT1080NT lethal,D3 antag,IL1B secr inh,GLP-1R agonist,SW480 rereplic,KB-3-1 tox,HT1080 IDH1KD tx
COc1ccc(-n2ncc3c(NCCN4CCOCC4)ncnc32)cc1,0,0%,9%,-10,7,-7%,-1%,12%,9%
Cc1c(Cc2ccccc2)c(=O)oc2cc(OCC(=O)N3CCC(C(N)=O)CC3)ccc12,-8,-15%,2%,-27,25,-3%,-41%[inhibitor],0%,-7%
COc1cccc(C2C(C(N)=O)=C(C)Nc3nc(-c4cccc(Cl)c4)nn32)c1 (stereo not drawn),-2,16%,-14%,-23,-4,2%,-8%,-7%,-11%
CCN1C(=O)N[C@@H](c2ccc(Br)cc2)C(C(=O)OC)=C1C,-7,-21%,-2%,6,2,12%,-84%[inhibitor],-8%,-5%
CC1COC(c2cccn2Cc2ccccc2Cl)=N1 (stereo not drawn),-1,?,6%,-7,34,-1%,-3%,6%,2%
Cc1nc(CS(=O)(=O)c2ccccc2)cc(Sc2ccc(Cl)cc2)n1,1,-15%,-2%,40,9,-1%,0%,-10%,-2%
Cc1c(OCC(=O)NCCCN2CCOCC2)ccc2c(-c3ccccc3)cc(=O)oc12,-2,1%,0%,-11,-16,8%,6%,22%,2%
COC(=O)c1ccc(Oc2c(C)oc3c(CN4CCN(C)CC4)c(O)ccc3c2=O)cc1,-2,-3%,11%,8,7,-5%,-1%,-23%,1%
CCN(c1ccc(NC(=O)COC(=O)CCc2cc(OC)c(OC)c(OC)c2)cc1)C(C)C,0,25%,1%,3,-16,11%,-2%,5%,7%
CCc1nc2ccccc2c(C(=O)OCC(=O)N(CCOC)c2c(N)n(Cc3ccccc3)c(=O)[nH]c2=O)c1C,1,1%,-15%,-18,-8,7%,2%,6%,-11%
Cc1ccc(NC(=O)Cn2c(=O)n(CC3CCCO3)c(=O)c3ccccc32)cc1 (stereo not drawn),0,9%,nt,nt,nt,1%,nt,13%,nt
CC1(C(=O)NS(=O)(=O)Cc2ccccc2C(F)(F)F)CCN1C(=O)C/C=C/c1ccccc1 (stereo not drawn),3,5%,9%,26,27,-7%,nt,0%,2%
COC(=O)c1cc(NS(=O)(=O)c2ccc3c(c2)CCC(=O)N3)cc(C(=O)OC)c1,33*,?,6%[9.24 µM],31,-2,0%,-1%,6%,-1%
COc1ccc(-n2c(SCC3CNC(=O)O3)nnc2-c2ccc(Cl)cc2)cc1 (stereo not drawn),0,2%,8%,9,-20,2%,-5%,12%,-1%
COc1ccc(-c2cnc3c(NC(C)=O)cc(-c4cccc(C(=O)NCCO)c4)cn23)cc1OC,2,-1%,-18%,11,-55*,?,nt,0%,-17%
Cc1cc(C(=O)O)sc1C,-27,?,-4%,5,33,2%,-1%,-3%,-2%
c1ccc2c(c1)c1c3n2CCNC3CCC1 (stereo not drawn),-6,13%,-12%,20,-4,-2%,-3%,-7%,2%
CN(C)S(=O)(=O)Oc1cc(Cl)ccc1C(=O)Nc1ccc(F)cc1F,19,?,5%,1,-3,9%,-133%[inhibitor],-2%,4%
CC(C)=N/N=C1/NC(=O)C(Cc2ccccc2)S1 (stereo not drawn),-5,21%,-18%,-16,9,-2%,?,?,?
S=C(NCc1ccccc1)Nc1ccc2cn[nH]c2c1,-3,29%,2%,0,12,17%,-9%,11%,10%

# Three of these compounds, set out differently.
# Below each SMILES – D3 ag | KB-V1 cytotox | HT1080NT lethal | D3 antag | IL1B secr inh | GLP-1R agonist | SW480 rereplic | KB-3-1 tox | HT1080 IDH1KD tx
CN(C)S(=O)(=O)Oc1cc(Cl)ccc1C(=O)Nc1ccc(F)cc1F
  19 | ? | 5% | 1 | -3 | 9% | -133%[inhibitor] | -2% | 4%
CC(C)=N/N=C1/NC(=O)C(Cc2ccccc2)S1 (stereo not drawn)
  -5 | 21% | -18% | -16 | 9 | -2% | ? | ? | ?
S=C(NCc1ccccc1)Nc1ccc2cn[nH]c2c1
  -3 | 29% | 2% | 0 | 12 | 17% | -9% | 11% | 10%

# Continued:
SMILES,D3 ag,KB-V1 cytotox,HT1080NT lethal,D3 antag,IL1B secr inh,GLP-1R agonist,SW480 rereplic,KB-3-1 tox,HT1080 IDH1KD tx
O=C(CC1(CC(=O)N2CCOCC2)CCCC1)Nc1ccccc1,-2,-10%,3%,4,-15,-1%,13%,17%,1%
COc1cc(C(=O)OCC(=O)NCCCc2ccccc2)ccc1OCC(C)C,-7,0%,17%,11,17,2%,4%,11%,10%
Cc1noc(C)c1COC(=O)C1CCN(S(=O)(=O)c2c(Cl)cccc2Cl)CC1,0,?,11%,5,8,-1%,-1%,0%,18%
O=[N+]([O-])c1cccc(NNS(=O)(=O)c2ccccc2F)c1,-2,-1%,?,7,11,-1%,-2%,-15%,5.8µM*
CCCN(CCC)C1CC(=O)N(Cc2ccccc2)C1=O (stereo not drawn),-1,15%,8%,?,-9,-10%,?,-1%,6%
CN1CCN(c2ccc(Cl)cc2NS(=O)(=O)c2ccccc2Cl)CC1,1,-12%,?,-17,-6,-5%,0%,1%,?
O=C(O)[C@H](Cc1ccccc1)N1C(=O)c2ccncc2C1=O,-2,-9%,11%,-3,-18,1%,-2%,-16%,-15%
N#Cc1c(-c2ccc(F)cc2)nc(-c2ccccc2)[nH]c1=O,-1,0%,6%,-1,9,5%,-3%,-21%,5%
CC(=O)c1cc(-c2ccccc2)n(CCC(=O)NC2CCCCCC2)c1C,-8,-14%,6%,-23,34,-3%,9%,-1%,4%
O=C(CN1CSCC1=O)N1CCN(S(=O)(=O)c2cc(C(F)(F)F)ccc2Cl)CC1,1,-6%,3%,28,10,1%,nt,-12%,8%
CC[C@]12c3[nH]c4ccc(Cl)cc4c3CCN1C(=O)[C@@H](CC(=O)NCc1ccc(OC)c(OC)c1)C[C@@H]2C(=O)N1CCN(C(=O)C2CC2)CC1,-4,8%,-3%,11,-1,-3%,1%,16%,-6%
O=C(Cn1c(=O)sc2ccccc21)Nc1ccc(S(=O)(=O)N2CCCCC2)cc1,-6,-20%,-13%,-18,-13,1%,0%,0%,-19%
CCOCCCNc1nc(-c2ccccc2)nc2ccccc12,1,-10%,-15%,26,-12,29%,-9%,-3%,-9%
O=C(OCc1ccccc1)C1=NNC2C(=O)N(Cc3ccccc3)C(=O)C12 (stereo not drawn),2,?,0%,2,30,16%,-10%,0%,14%
Cc1ccc(C(=O)ONc2ccc(N=NC(=O)c3ccccc3O)cc2)cc1,-5,?,?,-19,50,0%,0%,-2%,-4%
Cc1[nH]c2ccccc2c1C(=O)CSc1nc2ccccc2[nH]1,1,21µM*,-23%,17,0,-2%,?,0%,-20%
O=C(Nc1ccc(N2CCOCC2)cc1N1CCOCC1)c1ccc(F)cc1,-4,8%,1%,?,0,-5%,-5%,-3%,16%
Cn1cccc1/C=C1\CCC/C(=C\c2cccn2C)C1=O,6,-18%,-9%,-26,?,0%,?,-8%,-19%
COc1cccc(-c2cc3nc(-c4ccccc4)cc(N4CCCC(O)C4)n3n2)c1 (stereo not drawn),2,19%,?,42,?,17%,15µM*,-1%,?
COC(=O)[C@@]1(Cc2ccc(OC)cc2)[C@H]2c3cc(C(=O)N4CCCC4)n(CCc4ccc(OC)c(Br)c4)c3C[C@H]2CN1C(=O)c1ccccc1,-3,18µM*,23%,3,0,13%,nt,?,6%
Clc1ccccc1Cn1c(/C=C/c2ccco2)nc2ccccc21,-3,13µM*,?,-27,?,1%,nt,?,23µM*
c1ccc(CCNc2ncnc3nc[nH]c23)cc1,7,5%&-4%,5%,0,-18,-11%,-1%,-3%&10%,-12%
CCc1nnc(NC(=O)CCC(=O)N2CCN(c3ccccn3)CC2)s1,3,-23%,1%,-4,0,-1%,-12%,7%,0%
COc1ccccc1-n1c(SCC(=O)NC2CCCCC2)nc2c(c1=O)SCC2,11,-3%,2%,25,-6,5%,-11%,-10%,2%
CC(C)OC(=O)CSc1nnc2c(n1)[nH]c1ccc(F)cc12,1,-4%,-5%,-2,8,-4%,?,-9%,10%
O=C(c1cc2ccccc2[nH]1)N1O[C@@H]2C=C[C@H]1C2,1,0%,4%,15,36,-1%,-16%,0%,5%
CC(=O)C1=C(C)NC(=O)NC1c1cccc([N+](=O)[O-])c1O (stereo not drawn),-8,2%,17%,-2,0,-2%,-4%,-1%,17%
CC(C)C[C@H](NC(=O)N1CCN(c2ccccc2)CC1)C(=O)O,-4,4%,3%,-12,26,-1%,-11%,17%,3%
CC(=O)N(c1cccc(Br)c1)C1C=CS(=O)(=O)C1 (stereo not drawn),-15,4%,-2%,-67*,0,-6%,-1%,-8%,-1%
Cc1ccc(C)c(Cn2c(=O)n(CCCCC(=O)NCc3ccc4c(c3)OCO4)c(=O)c3ccccc32)c1,1,-7%,nt,nt,nt,-1%,nt,2%,nt
Cc1ccccc1N/C(=C(/C(Cl)=C(Cl)Cl)[N+](=O)[O-])n1nnc2ccccc21,3,7%,-8%,-24,-1,22%,?,-14%,?
COc1ccc(S(=O)(=O)NCCC(=O)NC2CCCCC2C)cc1[N+](=O)[O-] (stereo not drawn),-9,?,4%,-2,7,11%,-1%,17%,2%
COc1ccc(CCNC(=O)c2cc(-c3ccccc3)nc3ccccc23)cc1OC,-12,23µM*,nt,nt,nt,17%,nt,-13%,nt
COc1cc(NC(=S)Nc2ccccn2)c(OC)cc1Cl,1,17%,-17%,-15,30,0%,0%,10%,?
CC1CCCC(NC(=O)CCNC(=O)c2ccc(Br)cc2)C1C (stereo not drawn),-2,-26%,8%,18,-6,-3%,-8%,-5%,12%
CC1=CC(c2ccccc2)n2nnnc2N1 (stereo not drawn),2,?,8%,-10,-3,10%,0%,10%,16%
CC(C)CNC(=O)C(=O)N/N=C/c1cccs1,-6,22%,-2%[9.24 µM],-20,0,3%,-5%,9%,-19%
CC(C)(C)c1ccc(COC(=O)CN2C(=O)NC3(CCCC3)C2=O)cc1,7,18%,0%,-1,7,20%,1%,2%,4%
COc1ccc(C/C(C)=N/NC(=S)Nc2ccc(Cl)cc2)cc1,-4,2%,-23%,7,44,11%,22%,-2%,-17%
